# Compound activity: PubChem, National Center for Advancing Translational Sciences (NCATS)
# IkB sig inh – IkB Signaling; ABC-DLBCL IkBa-CBG/CBR dual luciferase ratio, 4 h; response scale: scaled: untreated 0%, proteasome inhibitor 100%; Potency, µM (titrated, usually from 57.1 µM), inactives show at the top dose IkBa stabilization activation; hit rate 0.04% among 110,000; active = well fitted curve in the direction sought with a large enough effect in the signal ratio, not every such curve was filed as active; inconclusive = small, poorly fitted or top-dose-only effect, or a change in a side signal; the % refers to the signal ratio;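 also: the direction sought is a rising ratio; 0% = basal untreated cells and 100% = reference inhibitor full response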
#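 In this assay, an IκBα–CBG68 fusion accumulates when IKK-driven degradation is blocked; native CBR normalizes for cell number. OCI-Ly3 cells were treated 4 h with compound and doxycycline, then green and red light read after Chroma-Glo addition.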
# Imprint erasure – qHTS Assay for Compounds that Induce Erasure of Genomic Imprints; hit rate 0.02% among 110,000; Potency, µM (doses to about 60.7 µM), for the others: at the highest dose activity change, positive = activation, hits mostly activators; mouse ES Peg3-LacZ reporter, beta-gal luminescence, 40 h; AID 1948, 2009;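 also: 0% = negative control wells on the plate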
#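 Each well holds 300 Peg3LacZ-Neo (maternal) female ES cells incubated 40 h at 37C, 5% CO2. LacZ is measured by BetaGlo luminescence, with AC50 and maximum efficacy derived from dose-response curves.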
# p53ts 32C kill – qHTS Screen for Compounds that Selectively Target Cancer Cells with p53 Mutations: Cytotoxicity of p53ts Cells at the Permissive Temperature; H1299-p53A138V at 32C, ATP luminescence viability, 24 h; Potency, µM (highest dose often 46.1 µM), for the others: top-dose activity change, negative = cytotoxicity, most hits filed as cytotoxic; hit rate 0.93% among 130,000; AID 924, 2007;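 also: 0% = DMSO and -100% = full killing by reference compound; nearly all actives have a fitted effect of over 55% in size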
#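 ATP-content luminescence (ATPlite) read-out after 24 h compound exposure at 32C in H1299-p53A138V cells (600/well). Tested up to 46 uM. Normalized to DMSO (0%) and 100 uM tamoxifen (100% killing); Hill-fit AC50.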
# p53ts 39C kill – qHTS Screen for Compounds that Selectively Target Cancer Cells with p53 Mutations: Cytotoxicity of p53ts Cells at the Nonpermissive Temperature | Potency, µM (series often up to 46.1 µM), without a hit: at the highest dose activity change, negative = cell killing, hits mostly cytotoxic | hit rate 1.5% among 130,000 | H1299-p53A138V viability at 39C, ATP luminescence, 24 h | AID 902, 2007; also: nearly all actives have a fitted effect of over 55% in size
# An asterisk follows results filed as active; ? = inconclusive; · = not tested or not shown; [ ] = remark or other dose. Unless noted, calls follow the shape of the dose curve; as a rule, active = well fitted curve in the direction sought with a large enough effect; inconclusive = small, poorly fitted or top-dose-only effect, or another doubt; inactive = no such curve, though single readings can be large; an effect the other way counts as inactive or inconclusive. Unless noted, % is scaled to controls: 0 for no effect and ±100 for the full control effect; potency is read from the fitted curve at half-maximal effect.
SMILES,IkB sig inh,Imprint erasure,p53ts 32C kill,p53ts 39C kill
O=S(=O)(NCc1ccccc1Cl)c1ccc(N2CCCCS2(=O)=O)cc1,0.3%,-15%[10.9 µM],-10%,-18%
O=C(O)c1ccccc1NS(=O)(=O)c1ccccc1C(F)(F)F,2.5%,-5%,-7%,-11%
CN(C(=O)c1cccc(C#N)c1)c1nnc(C2CCOC2)s1 (stereo unspecified),-1.3%,-3%,1%,-1%
CCCn1nnc(NC(=O)c2ccccc2Br)n1,1.9%,-27%,-2%,-2%
COc1cc(C(C)=O)ccc1OCC(O)CN1CCN(S(=O)(=O)c2ccccc2)CC1 (stereo unspecified),2.4%,-4%,-2%,1%
CCOC(=O)C1=C(C)NC(SCC(=O)O)=NC1c1ccccc1 (stereo unspecified),0.7%,0%,-1%,-10%
CO[C@H]1COC(=O)C/C=C\[C@H](C)[C@@H](OC)COC(=O)[C@@H](C)COC(=O)C/C=C\[C@@H]1C,·,·,-1%[9.22 µM],0%[9.22 µM]
Cc1c(Nc2ncnc3nc[nH]c23)c(=O)n(-c2ccccc2)n1C,?,-23%,12%,25%
COc1ccc(OC)c(NC(=O)CCc2c(C)nc3c(-c4ccccc4)c(C)nn3c2C)c1,?,-6%[10.9 µM],12%,-19%
CN(C)CCCCNC(=O)c1ccc(Cc2nc3ccccc3[nH]2)cc1,·,·,-7%,-4%
CCOc1ccc(Nc2nc(Cc3nnc(SCC(N)=O)o3)cs2)cc1,0.7%,-7%,?,?
CSc1nnc(-c2ccc(F)cc2)o1,-1.1%,1%,10%,-4%

# Part of the list above, field by field.
> COc1ccc(OC)c(NC(=O)CCc2c(C)nc3c(-c4ccccc4)c(C)nn3c2C)c1
  IkB sig inh: ?	Imprint erasure: -6%[10.9 µM]	p53ts 32C kill: 12%	p53ts 39C kill: -19%
> CN(C)CCCCNC(=O)c1ccc(Cc2nc3ccccc3[nH]2)cc1
  IkB sig inh: ·	Imprint erasure: ·	p53ts 32C kill: -7%	p53ts 39C kill: -4%

# Following part
SMILES,IkB sig inh,Imprint erasure,p53ts 32C kill,p53ts 39C kill
CC(C)(C#N)Nc1ccccc1,1.3%,-4%,3%,-1%
CCc1ccc(NC(=O)c2nnn(Cc3cccc(C(F)(F)F)c3)c2N)cc1,1.7%,6%[10.9 µM],7%,-6%
Cc1ccc(CSC(N)=Nc2ccccc2)cc1C,-0.3%[11.4 µM],-10%[10.9 µM],-6%[9.22 µM],-2%[9.22 µM]
Cc1ccc(CN2C(=O)c3ccccc3Sc3ccc(C(=O)N4CCOCC4)cc32)cc1,?,-7%[10.9 µM],5%,-25%
O=C(CSc1ccc2nc(-c3ccccc3)cn2n1)Nc1cccc(F)c1,?,-28%[10.9 µM],-14%,?

# Structures above that contain sulfur, in the order listed:
SMILES,IkB sig inh,Imprint erasure,p53ts 32C kill,p53ts 39C kill
O=S(=O)(NCc1ccccc1Cl)c1ccc(N2CCCCS2(=O)=O)cc1,0.3%,-15%[10.9 µM],-10%,-18%
O=C(O)c1ccccc1NS(=O)(=O)c1ccccc1C(F)(F)F,2.5%,-5%,-7%,-11%
CN(C(=O)c1cccc(C#N)c1)c1nnc(C2CCOC2)s1 (stereo unspecified),-1.3%,-3%,1%,-1%
COc1cc(C(C)=O)ccc1OCC(O)CN1CCN(S(=O)(=O)c2ccccc2)CC1 (stereo unspecified),2.4%,-4%,-2%,1%
CCOC(=O)C1=C(C)NC(SCC(=O)O)=NC1c1ccccc1 (stereo unspecified),0.7%,0%,-1%,-10%
CCOc1ccc(Nc2nc(Cc3nnc(SCC(N)=O)o3)cs2)cc1,0.7%,-7%,?,?
CSc1nnc(-c2ccc(F)cc2)o1,-1.1%,1%,10%,-4%
Cc1ccc(CSC(N)=Nc2ccccc2)cc1C,-0.3%[11.4 µM],-10%[10.9 µM],-6%[9.22 µM],-2%[9.22 µM]
Cc1ccc(CN2C(=O)c3ccccc3Sc3ccc(C(=O)N4CCOCC4)cc32)cc1,?,-7%[10.9 µM],5%,-25%
O=C(CSc1ccc2nc(-c3ccccc3)cn2n1)Nc1cccc(F)c1,?,-28%[10.9 µM],-14%,?
